Screens: PubChem BioAssay, The Scripps Research Institute Molecular Screening Center
LYPLA2 counter: blocks human lysophospholipase 2, a PME1 counter-screen | O95372 | inhibition, % at 5.9 µM | recombinant LYPLA2, FP-Rh probe fluorescence polarization | 320,000 compounds, 0.38% hits;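 active = inhibition above the screen-wide mean plus 3 SD, limit set per campaign, cut at about 26% in these data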;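 note: 0% = LYPLA2 with DMSO and 100% = wells lacking LYPLA2 enzyme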
Target sequence (O95372 whole entry, looked up): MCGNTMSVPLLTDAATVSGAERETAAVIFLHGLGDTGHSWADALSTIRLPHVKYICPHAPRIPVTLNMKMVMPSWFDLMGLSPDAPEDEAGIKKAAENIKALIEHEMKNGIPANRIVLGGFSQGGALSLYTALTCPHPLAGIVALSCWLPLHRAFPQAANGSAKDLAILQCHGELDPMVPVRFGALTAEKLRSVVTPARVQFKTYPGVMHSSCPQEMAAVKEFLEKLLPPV
GSTO1 counter: blocks human GSTO1 in RBBP9 counter-screen | AID 1974 | P78417 | recombinant GSTO1, activity-based probe fluorescence polarization | inhibition, % at 5.96 µM | 300,000 compounds, 1.1% hits;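 active = inhibition above the campaign mean inhibition plus 3 SD, cut at about 35% in these data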;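 note: 0% = GSTO1-1 with DMSO and 100% = wells lacking GSTO1-1 enzyme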
Target sequence (P78417 whole entry, looked up): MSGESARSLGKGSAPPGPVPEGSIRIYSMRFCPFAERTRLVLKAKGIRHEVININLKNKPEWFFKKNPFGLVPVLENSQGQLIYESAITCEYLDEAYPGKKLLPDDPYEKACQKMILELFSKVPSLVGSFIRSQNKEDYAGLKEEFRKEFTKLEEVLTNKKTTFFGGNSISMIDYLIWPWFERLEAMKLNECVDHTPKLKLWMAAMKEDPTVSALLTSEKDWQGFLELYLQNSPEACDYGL
ZTA DNA inh: blocks Epstein-Barr virus ZTA, an EBNA-1 counter-screen | 320,000 compounds, 0.15% hits | P03206 | ZTA-DNA binding, fluorescence polarization | inhibition, % at 11 µM; in the data active = inhibition above about 33%
Target sequence (P03206 whole entry, looked up): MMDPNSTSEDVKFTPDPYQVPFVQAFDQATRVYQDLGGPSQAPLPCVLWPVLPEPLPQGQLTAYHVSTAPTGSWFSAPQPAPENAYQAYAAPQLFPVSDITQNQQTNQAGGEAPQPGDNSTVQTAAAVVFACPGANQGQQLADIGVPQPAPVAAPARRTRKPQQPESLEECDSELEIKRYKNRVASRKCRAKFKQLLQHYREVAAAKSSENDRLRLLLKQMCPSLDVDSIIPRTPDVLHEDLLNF
PREPL inhibitor: inhibitors of human prolyl oligopeptidase-like enzyme PREPL. recombinant PREPL, fluorescence polarization activity-based probe. inhibition, % at 5.96 µM. 320,000 compounds, 0.68% hits. AID 2751; in the data active = inhibition above about 43%;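 note: 0% = enzyme with DMSO and 100% = wells lacking enzyme; many of its hits are not listed in these tables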
PAFAH2 inh: PAFAH2 (human) inhibition | recombinant PAFAH2, FP-rhodamine activity probe, fluorescence polarization | Q99487 | inhibition, % at 3.39 µM | 340,000 compounds, 0.99% hits | AID 492956;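 active = inhibition above the mean over all tested compounds plus 3 SD, cut at about 30% in these data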;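 note: inhibitors block probe labeling of enzyme so polarization drops; 0% = enzyme with DMSO and 100% = wells lacking PAFAH2 protein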
PAFAH1B3 inh: PAFAH1B3 (human) inhibition | 340,000 compounds, 0.28% hits | inhibition, % at 3.39 µM | recombinant PAFAH1B3, FP-rhodamine probe, fluorescence polarization;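 active = inhibition above the screen-wide average of all tested compounds plus 3 SD, cut at about 25% in these data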;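 note: 0% = enzyme with DMSO only and 100% = wells lacking PAFAH1B3 protein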
Target sequence (Q15102 whole entry, looked up): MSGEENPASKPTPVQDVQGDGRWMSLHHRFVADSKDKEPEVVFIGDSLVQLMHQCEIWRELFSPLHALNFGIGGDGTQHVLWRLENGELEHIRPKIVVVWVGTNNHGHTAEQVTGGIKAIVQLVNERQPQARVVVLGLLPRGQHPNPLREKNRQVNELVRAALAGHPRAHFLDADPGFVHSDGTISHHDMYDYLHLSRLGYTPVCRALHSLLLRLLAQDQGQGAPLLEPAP
PAD4 inh: blocks human protein arginine deiminase 4 | Q9UM07 | inhibition, % at 6.36 µM | 330,000 compounds, 0.41% hits | recombinant PAD4, RCA probe fluorescence polarization;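 active = percent inhibition above a cutoff equal to the mean of all tested compounds plus 3 SD, cut at about 15% in these data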;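 note: 0% = PAD4 with RCA probe and DMSO and 100% = probe without PAD4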
LYPLA1 counter: LYPLA1 (human) inhibition in PME1 counter-screen; inhibition, % at 5.9 µM; AID 2174; O75608; recombinant LYPLA1, FP-Rh probe fluorescence polarization; 320,000 compounds, 0.16% hits;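 active = inhibition above the mean of all tested compounds plus 3 SD, set per campaign, cut at about 14% in these data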;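 note: inhibitors block serine hydrolase probe labeling of LYPLA1 so polarization falls; 0% = enzyme with DMSO and 100% = wells lacking LYPLA1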
EBNA-1 inh: blocks EBNA-1 binding to DNA; EBNA-1 DNA binding, fluorescence polarization; inhibition, % at 14.8 µM; 300,000 compounds, 0.34% hits; AID 1950; in the data active = inhibition above about 28%
An asterisk follows results filed as active; nt = no result given.

SMILES	LYPLA2 counter	GSTO1 counter	ZTA DNA inh	PREPL inhibitor	PAFAH2 inh	PAFAH1B3 inh	PAD4 inh	LYPLA1 counter	EBNA-1 inh
Cc1nc(NCc2ccco2)c2c(C)c(C)sc2n1	2	-8	5	0	6	7	1	1	18
COc1ccc(S(=O)(=O)Cc2ccc(C(=O)NC3CCCCC3)o2)cc1	10	-2	-5	5	7	5	4	7	-5
COc1ccccc1-c1nnc2n1N=C(c1ccc(O)c(O)c1)CS2	1	32	-6	16	17	30*	3	-1	4
Cc1ccccc1CNS(=O)(=O)c1ccccc1[N+](=O)[O-]	0	-7	9	-6	nt	nt	-3	0	9
CC1CCCCC1NC(=O)CN1CCN(Cc2ccccc2Cl)C1=O (stereo not drawn)	6	7	-7	14	4	3	-1	1	4
CCOC(=O)c1ccc(NC(=O)CSc2nnc(COc3ccccc3)n2C)cc1	2	2	5	-1	3	-8	4	2	-4
CC(C)(C)NC(=O)C(=O)NCc1ccccn1	-6	-6	1	5	6	7	-5	-1	-17
COc1ccccc1NC(=S)NCc1ccccn1	-2	1	8	0	3	-5	-6	-3	7
CC(Sc1nc2c(N)ncnc2n1CCOc1ccccc1)C(=O)O (stereo not drawn)	-3	9	-8	8	2	8	3	1	-2
CC(=O)c1c(C)[nH]c(C(=O)NCCC2=CCCCC2)c1C	9	1	4	2	4	4	1	-16	15
NCC12CC3CC(C1)CC(c1ccc(Cl)cc1)(C3)C2	-2	5	15	-125	4	2	0	2	6
COc1cccc(-n2c(SCC(=O)c3c[nH]c4ccccc34)nc3ccccc3c2=O)c1	-14	-1	6	0	-15	-15	0	-10	47*
C=CCC(C=C)S(=O)(=O)c1ccc(C)cc1 (stereo not drawn)	7	3	-6	-2	6	-6	1	1	12
CCCCC(=O)Nc1ccc2oc(-c3cccnc3)nc2c1	2	-3	3	-18	-3	2	-2	2	-8
COc1cccc(-c2noc(C3CCCN(C(=O)c4ccc(F)cc4)C3)n2)c1 (stereo not drawn)	9	4	-2	1	-5	-2	0	3	-3
COc1ccccc1N1C(=O)c2cccc3cccc(c23)C1=O	16	3	-4	16	1	7	-1	2	4
CN(C)C(=O)c1ccc(NC(=O)CN2C(=O)NC3(CCCc4ccccc43)C2=O)cc1 (stereo not drawn)	-4	5	-8	12	1	-1	2	-2	0
CS(=O)(=O)N(CC(=O)NCCSCc1ccco1)c1ccc(Cl)cc1	0	1	0	10	0	3	9	-1	9
CCOc1ccc(NC(=O)c2sc3nc(C)nc(N4CCOCC4)c3c2C)cc1	-1	-2	8	10	9	3	-5	0	-6
O=S(=O)(c1ccccc1)c1nc(-c2ccc(F)cc2)oc1NCC1CCCO1 (stereo not drawn)	-2	nt	-4	2	0	8	1	-5	nt
O=C(N1CCOCC1)N(CCN1CCOCC1)Cc1cccc2ccccc12	-3	13	-19	-2	0	4	3	-1	-6
O=C(CSc1nnc(-c2ccco2)c(-c2ccco2)n1)c1ccccc1	-4	44*	-1	21	33*	12	-3	-6	-2
O=C(COC(=O)COc1cccc(Br)c1)Nc1c(Cl)cccc1Cl	0	2	-26	-8	-10	3	2	4	-7
Cn1nnc(NC(=O)c2cccc([N+](=O)[O-])c2)n1	-1	-2	2	5	2	-2	-6	0	6
COc1ccc(CC(=O)OCC(=O)Nc2cccc(Br)c2)cc1	-4	-2	22	0	7	-2	-2	-2	7

Reprinted from the part before: three compounds; new compounds follow.
SMILES	LYPLA2 counter	GSTO1 counter	ZTA DNA inh	PREPL inhibitor	PAFAH2 inh	PAFAH1B3 inh	PAD4 inh	LYPLA1 counter	EBNA-1 inh
O=C(COC(=O)COc1cccc(Br)c1)Nc1c(Cl)cccc1Cl	0	2	-26	-8	-10	3	2	4	-7
Cn1nnc(NC(=O)c2cccc([N+](=O)[O-])c2)n1	-1	-2	2	5	2	-2	-6	0	6
COc1ccc(CC(=O)OCC(=O)Nc2cccc(Br)c2)cc1	-4	-2	22	0	7	-2	-2	-2	7
COc1ccc(C2(C)NC(=O)N(CC(=O)NCCC3=CCCCC3)C2=O)cc1OC (stereo not drawn)	-6	39*	-2	5	0	2	-4	-5	-6
CCCn1c(=O)c2sccc2n2c(CCCC(=O)NCc3cccnc3)nnc12	0	3	7	-1	3	0	-6	-4	-11
CC(=O)Nc1cccc(NC(=O)c2cccc(-c3ccc(O)cc3)c2)c1	-6	-5	0	8	-1	7	-4	-8	-11
COc1cc(/C=N/NC(=O)CCN2CCCCC2)ccc1O	-9	1	8	-1	-5	2	-8	-2	1
CN(c1ccccc1)S(=O)(=O)c1ccc(Cl)c(C(=O)Nc2ccc(N3CCOCC3)cc2)c1	11	-6	11	8	0	-2	1	2	5
Cc1nn(C(=O)c2ccco2)c(C)c1Br	0	11	-8	0	5	5	-1	-3	-16
CCCc1ccc(C(=O)[C@@H]2[C@@H](C(C)=O)N3c4ccc(F)cc4C=C[C@@H]3[C@@]23C(=O)Nc2ccccc23)cc1	6	11	-21	-13	-5	-4	-1	2	-16
CCN1CCN(c2nc(Nc3ccc(OC)cc3)nc(N)c2[N+](=O)[O-])CC1	-6	0	11	-26	nt	nt	3	-1	1
O=C(COc1ccccc1)Nc1cc(S(=O)(=O)N2CCOCC2)ccc1N1CCCC1	-12	nt	-12	6	-2	4	1	-5	nt
CC(C)NC(=O)COc1ccc(/C=N/NS(=O)(=O)c2ccccc2)cc1	-4	4	0	2	-3	2	-1	-1	4
CCC(=O)NC(c1ccc(C)cc1)c1ccc2cccnc2c1O (stereo not drawn)	-1	0	-5	-6	2	8	3	-6	0
Cc1ccc2nccc(C(=O)N3CCCC(N4CCN(c5ccc(F)cc5)CC4)C3)c2c1 (stereo not drawn)	4	-2	7	-11	1	-2	5	2	-1
O=C(CCCn1c(=O)c2cccn2c2cccnc21)N1CCN(c2ccccc2F)CC1	5	-5	9	-28	-2	0	0	-2	-3
CCN(c1ccccc1)S(=O)(=O)c1ccc(NC(=S)NC(=O)c2ccc(Br)o2)cc1	-9	-9	11	9	-26	3	-4	-3	1
Cc1c(NC(=O)COc2ncnc3c(Cl)cc(Cl)cc23)c(=O)n(-c2ccccc2)n1C	5	-4	-1	-2	6	3	4	2	-3
Cc1ccc(NCc2nnc(SCC(=O)NCc3ccco3)n2CC2CCCO2)cc1Cl (stereo not drawn)	14	8	-2	8	-2	19	-3	4	-1
COc1ccccc1C(=O)Nc1onc(C)c1C#N	8	2	-3	10	9	10	-6	1	-12
CCC(CC)C(=O)NCCc1ccc(F)cc1	-2	-2	-11	6	1	4	-2	2	5
C#CCOCCOCCOCCNc1nc(N2CCN(C(=O)[C@H]([C@@H](C)O)n3cc(CCCCN)nn3)CC2)nc(N2CCN(C(=O)[C@H](Cc3ccc(O)cc3)n3cc(CCO)nn3)CC2)n1	3	6	9	7	6	5	-3	4	5
Cc1ccc(C2(CCNCc3ccco3)CCOC(C(C)C)C2)cc1 (stereo not drawn)	3	-9	7	4	-1	2	2	2	19
O=C1CCCN1CC(=O)N1CCCC(N2CCN(c3cccc(Cl)c3)CC2)C1 (stereo not drawn)	7	1	2	-6	-3	-3	-1	-2	6
COc1ccc(Cl)cc1NC(=O)CCc1nnc2ccc(N3CCC4(CC3)OCCO4)nn12	6	1	-17	1	3	4	2	5	-3
COc1ccc(C(=O)N/C(=C\c2cn(C)c3ccccc23)C(=O)NCCN2CCOCC2)cc1OC	4	2	5	1	0	-2	0	0	3
CCC(C)NC(=O)c1cn(-c2cccc(C)n2)cn1 (stereo not drawn)	1	2	-20	-5	3	-5	2	-1	1
O=[N+]([O-])c1cccc2c(Cl)ccnc12	-2	-4	13	5	-4	-3	-7	0	3
(list continues)
SMILES	LYPLA2 counter	GSTO1 counter	ZTA DNA inh	PREPL inhibitor	PAFAH2 inh	PAFAH1B3 inh	PAD4 inh	LYPLA1 counter	EBNA-1 inh
CCOC(=O)N1CCN(C(=O)c2ccc(CS(=O)Cc3ccc(C)cc3)o2)CC1 (stereo not drawn)	-1	1	-10	15	6	-1	0	-3	-8
O=C(Nc1ccc(Cl)cc1)c1cnc(-c2ccccc2)nc1-c1ccccc1	-7	-3	-2	15	-7	4	0	-4	-5
CCOC(=O)NC(=O)CSc1nc(C)cc(C)c1C#N	4	7	23	3	-16	3	2	1	2
CC1(C)C(=O)OC(C(=O)c2ccc(C(C)(C)C)cc2)C(C)(C)C1=O (stereo not drawn)	1	7	-20	9	-4	2	-3	2	0
O=C(NN1C(=O)c2ccccc2C1=O)C1C2CCCCC21 (stereo not drawn)	2	14	-1	-1	2	5	-6	-3	-3
CCOC(=O)CN1C(=O)N[C@@H](CCc2ccccc2)C(C(C)=O)=C1C	3	5	3	6	nt	nt	0	2	-3
CC(NO)/C(=N\O)c1cccs1 (stereo not drawn)	1	-1	-14	-6	0	1	-1	-3	-4
Cc1cc(-c2ccccc2)nc(N(C)N)c1S(C)(=O)=O	-4	-4	2	5	19	12	-1	-5	-4
COc1ccc(S(=O)(=O)NC2CCN(Cc3ccccc3)CC2)cc1NC(C)=O	7	nt	2	10	-4	1	1	2	nt
COC(=O)CCC(=O)OC1(C)C(=O)C2=CN(CC(C)C)C(c3ccc(OC)cc3)=CC2=C(Br)C1=O (stereo not drawn)	8	59*	-7	74*	nt	nt	-6	-2	9
Cc1ccccc1OCC(=O)N/N=C1\CC(=O)CC(C)(C)C1	0	0	-6	16	19	2	-2	1	-13
CCc1ccc(/C([O-])=C(/C(=S)NCCN2CCOCC2)[n+]2ccccc2)cc1	6	6	-11	9	-7	-3	2	3	-8
COc1ccc(CN(Cc2ccccn2)S(=O)(=O)c2ccc(-n3cnnn3)cc2)cc1	-4	4	10	7	9	5	1	-1	-3
O=[N+]([O-])c1cccc(-c2nnc(C3CC3)o2)c1	2	1	9	1	-3	2	5	4	7
COc1ccccc1C#Cc1ccc2c(=O)c3ccccc3n(C)c2c1	-2	2	-2	10	-9	-5	-4	-4	-3
Cc1cc2c(ncn2C(C)C)c(NS(=O)(=O)c2ccc(F)cc2)c1C	0	1	6	3	-1	1	2	1	-6
CCOc1ccc(N2CC(C(=O)Nc3ccc(S(=O)(=O)Nc4ncccn4)cc3)CC2=O)cc1 (stereo not drawn)	-1	0	-23	-16	-7	2	-7	0	0
Cc1ccc(CCNC(=O)C2CCN(C(=O)c3sccc3-n3cccc3)CC2)cc1	11	8	-7	29	7	13	-1	3	1
CN(Cc1ccccc1)C(=O)c1nc2ccccn2c1CNCCCOc1cccnc1	6	5	25	3	1	5	1	3	1
O=C(NNS(=O)(=O)c1ccc(F)cc1)c1cnn(-c2ccccc2)c1C(F)(F)F	7	2	-5	0	-5	2	-1	4	4
O=C(NNS(=O)(=O)c1ccc2ccccc2c1)NC1CCCCC1	1	5	-9	17	5	5	1	-2	-11
CCCn1[nH]cc(SC)c(=O)c1=O	2	2	7	6	-2	8	-6	-2	1
CCOC(=O)CC1(c2ccccc2)CCOC(C)(C)C1 (stereo not drawn)	0	-1	6	-4	0	5	-3	3	3
COc1ccc(C2C3=C(CCCC3=O)Nc3ccc4ncccc4c32)cc1OC (stereo not drawn)	-6	7	9	11	3	4	-3	-1	9
Cc1ccc(S(=O)(=O)Nc2cccc3c2O[C@H](CN(C)C(=O)Nc2ccc(C(F)(F)F)cc2)[C@@H](C)CN([C@H](C)CO)C3=O)cc1	nt	nt	nt	10	14	-1	1	nt	nt
O=C(CC1Sc2ccccc2NC1=O)OCc1cc(=O)oc2cc(O)ccc12 (stereo not drawn)	19	-6	-8	5	7	-2	-8	1	-1

Shown as a hit in PREPL inhibitor, of those listed so far:
SMILES	PREPL inhibitor	PAFAH2 inh	PAFAH1B3 inh	PAD4 inh	EBNA-1 inh
COC(=O)CCC(=O)OC1(C)C(=O)C2=CN(CC(C)C)C(c3ccc(OC)cc3)=CC2=C(Br)C1=O (stereo not drawn)	74*	nt	nt	-6	9

These rows are one share of the data, so the mix of outcomes need not match the whole.
